RORgamma inh: qHTS for inhibitors of ROR gamma transcriptional activity; Potency, µM (top dose mostly 53.6 µM), for inactives: top-dose activity change, negative = inhibition, most hits filed as inhibitors; hit rate 5.4% among 310,000; Drosophila S2 Gal4-RORgamma UAS-luciferase reporter, 20 h; Nuclear receptor ROR-gamma (Mus musculus), P51450; further: potency means the concentration at half of the fitted maximal effect; on the % scale 0 is the no-effect control and ±100 the full control effect; nearly all actives have a fitted effect of over 60% in size
Target sequence (P51450 whole entry, looked up, the tested form may be a part): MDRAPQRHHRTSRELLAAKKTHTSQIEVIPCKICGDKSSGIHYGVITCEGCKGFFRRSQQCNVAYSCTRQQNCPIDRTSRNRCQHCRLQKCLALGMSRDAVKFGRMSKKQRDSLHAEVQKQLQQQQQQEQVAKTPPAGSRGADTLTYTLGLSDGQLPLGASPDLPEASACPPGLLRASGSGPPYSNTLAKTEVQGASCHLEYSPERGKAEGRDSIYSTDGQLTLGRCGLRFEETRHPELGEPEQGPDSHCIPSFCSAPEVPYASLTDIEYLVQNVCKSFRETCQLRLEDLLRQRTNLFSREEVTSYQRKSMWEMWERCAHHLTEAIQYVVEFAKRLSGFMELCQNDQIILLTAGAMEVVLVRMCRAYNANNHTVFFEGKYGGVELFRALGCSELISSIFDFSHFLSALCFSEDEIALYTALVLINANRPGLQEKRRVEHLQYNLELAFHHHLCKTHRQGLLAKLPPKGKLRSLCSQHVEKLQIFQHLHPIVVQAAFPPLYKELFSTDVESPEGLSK
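Schneider cells (Drosophila), stable Gal4 DBD–ROR gamma + UAS-luc; 1 hr cmpd preincubation; Cu2+ induction 700 uM final; 20 hr ambient; luminescence.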
p53 reactivation: qHTS assay for re-activators of p53 using a Luc reporter; hit rate 0.063% among 320,000; H1299 p53-A138V BP100-luciferase reporter, luminescence, 24 h; AID 504706, 2011; Potency, µM (doses to about 92.2 µM), for the others: at the top dose activity change, positive = activation, most hits filed as activators; further: potency means the concentration at half of the fitted maximal effect; % of control where 0% means no effect; nearly all actives have a fitted effect of over 45% in size
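p53-null H1299 cells stably carrying temperature-sensitive p53-A138V and a BP100-luciferase reporter were pinned with compounds (4-point, 1:5 series) and held 24 hrs at 37 deg C. Luminescence was read 10 min after detection reagent.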
TRPV1 ag: HTS Assay for Compounds that Act as Agonists of the Vanilloid Receptor 1 | hit rate 0.19% among 320,000 | TRPV1-expressing cells, Fluo-8 calcium influx, agonist mode | Transient receptor potential cation channel subfamily V member 1 (Homo sapiens), Q8NER1 | activation, % at 8.33 µM; in the data active means activation above about 80%; inconclusive means between about 30% and that limit; further: 0% is about no effect
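TRPV1-expressing cells were cultured overnight at 35.5C and loaded with Fluo-8 calcium dye for 40 to 90 min at room temperature. After a 10 s baseline, compound was added and calcium influx was read kinetically for 3 min (ex 480/em 520 nm).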
ELG1 genotox: qHTS screen for small molecules that induce genotoxicity in human embryonic kidney (HEK293T) cells expressing luciferase-tagged ELG1; Potency, µM (doses to about 46 µM), for the others: top-dose activity change, positive = activation, most hits filed as activators; hit rate 1.3% among 330,000; AID 504466, 2011; HEK293T ELG1-luciferase reporter, luminescence, 16 h; further: potency means the concentration at half of the fitted maximal effect; % of control where 0% means no effect; nearly all actives have a fitted effect of over 60% in size
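DMSO vehicle served as control against compound-treated ELG1-luciferase HEK293T cells; exposure lasted 16 hr at 37 °C and 5% CO2, followed by ONE-Glo luminescence detection after 30 min.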
ELG1 repair inh: qHTS screen for small molecules that inhibit ELG1-dependent DNA repair in human embryonic kidney (HEK293T) cells expressing luciferase-tagged ELG1 | AID 504467, 2011 | HEK293T ELG1-luciferase reporter, luminescence, 16 h; DNA damage induced by 5-fluorouridine | Potency, µM (titrated, usually from 46.1 µM), inactives show at the highest dose activity change, negative = inhibition, most hits filed as inhibitors | hit rate 2.3% among 330,000; further: potency means the concentration at half of the fitted maximal effect; on the % scale 0 is the no-effect control and ±100 the full control effect; nearly all actives have a fitted effect of over 55% in size
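Quantitative HTS, concentration-response format. 2,000 cells/well co-treated with 5-fluorouridine and compound, 16 hr in 5% CO2 at 37 °C; ONE-Glo luminescence read after 30 min.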
NPC1 prom act: qHTS Assay for NPC1 Promoter Activators; Potency, µM (highest dose often 9.22 µM), without a hit: at the highest dose activation, most hits filed as activators; Huh7 NPC1 promoter luciferase reporter, 24 h; hit rate 2.4% among 320,000;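 further: potency means the concentration at half of the fitted maximal effect; % of control where 0% means no effect; nearly all actives have a fitted effect of over 60% in size; reporter is driven by a mutant NPC1 promoter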
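Stable NPC1-promoter luciferase Huh7 line; cpd (DMSO) 24 h, 37 °C, 5% CO2; Amplite luciferase reagent 10 min RT; luminescence readout. qHTS format.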
FLuc counter: qHTS profiling assay for firefly luciferase inhibitor/activator using purifed enzyme and Km concentrations of substrates (counterscreen for miR-21 project); Luciferin 4-monooxygenase (Photinus pyralis), P08659; purified FLuc, Km substrates, luminescence inhibition; hit rate 6.9% among 360,000; AID 588342, 2011; Potency, µM (series often up to 57.5 µM), for inactives: at the highest dose activity change, negative = inhibition, most hits filed as inhibitors;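 further: potency means the concentration at half of the fitted maximal effect; plate controls were vehicle for no effect and reference inhibitor for full effect; nearly all actives have a fitted effect of over 55% in size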
Target sequence (P08659 whole entry, looked up): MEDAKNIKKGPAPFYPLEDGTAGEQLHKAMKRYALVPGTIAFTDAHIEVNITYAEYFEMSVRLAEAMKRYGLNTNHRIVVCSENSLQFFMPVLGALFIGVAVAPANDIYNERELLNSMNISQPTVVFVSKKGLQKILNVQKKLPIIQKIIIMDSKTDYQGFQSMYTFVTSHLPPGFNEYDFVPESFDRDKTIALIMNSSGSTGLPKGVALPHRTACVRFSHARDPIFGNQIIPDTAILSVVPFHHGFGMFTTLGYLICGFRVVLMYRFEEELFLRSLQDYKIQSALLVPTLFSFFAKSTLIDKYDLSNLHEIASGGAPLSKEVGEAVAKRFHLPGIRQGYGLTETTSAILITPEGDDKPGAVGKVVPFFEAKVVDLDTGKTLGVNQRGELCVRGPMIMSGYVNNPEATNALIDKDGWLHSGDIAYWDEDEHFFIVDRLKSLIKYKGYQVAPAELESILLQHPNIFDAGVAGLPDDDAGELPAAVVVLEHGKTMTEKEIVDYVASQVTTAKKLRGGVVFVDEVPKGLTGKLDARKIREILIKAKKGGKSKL
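Purified P. pyralis luciferase, 10 nM final, with Km-level 10 uM D-luciferin and 10 uM ATP in 50 mM Tris acetate pH 7.5, 10 mM Mg acetate, 0.01% Tween-20, 0.05% BSA; 6-point qHTS titration about 60 µM downward; luminescence read.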
BRCA1 expr act: qHTS Assay to Identify Small Molecule Activators of BRCA1 Expression. Potency, µM (highest dose often 46.1 µM), for the others: top-dose activation, most hits filed as activators. hit rate 1.1% among 380,000. MCF7-BRCA1-FFLuc reporter, luminescence, 48 h; response scale: scaled: vehicle 0%, 10 µM genistein 100%. AID 624202, 2012; further: potency means the concentration at half of the fitted maximal effect; nearly all actives have a fitted effect of over 80% in size; some results filed as inactive show a strong effect at the top dose
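MCF7 cells carrying a BRCA1-firefly luciferase reporter (2000 cells/well, phenol-red free MEM) were attached for 2 h at 37 °C, then given compounds for 48 h. Luminescence was read 15 min after luciferase reagent; activity normalized to genistein (10 microM) and DMSO.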
VP16 counter: VP16 counterscreen qHTS for inhibitors of ROR gamma transcriptional activity; Drosophila S2 Gal4-VP16 UAS-luciferase, luminescence, 20 h; Potency, µM (highest dose often 53.6 µM), for the others: at the highest dose activity, negative = inhibition, most hits filed as inhibitors; hit rate 3.5% among 310,000;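 further: Gal4-VP16 expression switched on by copper sulfate through the metallothionein promoter; potency means the concentration at half of the fitted maximal effect; on the % scale 0 is the no-effect control and ±100 the full control effect; nearly all actives have a fitted effect of over 50% in size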
Tb PFK block: qHTS Assay to Find Inhibitors of T. brucei phosphofructokinase; ATP-dependent 6-phosphofructokinase (Trypanosoma brucei brucei), O15648; T. brucei PFK, ADP-Glo luminescence; Potency, µM (highest dose often 57.5 µM), without a hit: at the highest dose activity, negative = inhibition, usual class: inhibitors; hit rate 0.17% among 330,000;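 further: potency means the concentration at half of the fitted maximal effect; 0% = uninhibited 1x PFK enzyme wells and -100% = no-enzyme wells; nearly all actives have a fitted effect of over 60% in size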
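Activity is normalized to no-enzyme wells (full inhibition) and 1.25 nM enzyme wells (no inhibition). Reaction: 0.5 mM F6P, 0.1 mM ATP, 45 min RT, ADP-Glo luminescence; concentration-response curves fitted and classed by quality.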
Rab9 prom act: qHTS Assay for Rab9 Promoter Activators. Huh7 Rab9 promoter-luciferase reporter, luminescence, 24 h. Potency, µM (top dose mostly 9.22 µM), for the others: top-dose activation, negative = inhibition, actives largely listed as activators. hit rate 2.8% among 320,000; further: potency means the concentration at half of the fitted maximal effect; % of control where 0% means no effect; nearly all actives have a fitted effect of over 60% in size
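Measured in stably transfected Huh7 cells bearing a Rab9 promoter–luciferase construct: 24 h compound treatment at 37 °C, followed by luminescence detection.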
Starred values were filed as active, the others as inactive; u = inconclusive; x = not tested or not shown; [ ] = remark or other dose. Unless noted, the call rests on the fitted dose curve; in most records, active means well fitted curve in the direction sought with a large enough effect; inconclusive means small, poorly fitted or top-dose-only effect, or another doubt; inactive means no such curve, though single readings can be large; an effect the other way counts as inactive or inconclusive.

#	mol	ELG1 genotox	VP16 counter	FLuc counter	RORgamma inh	TRPV1 ag	NPC1 prom act
1	CC(OC(=O)c1ccc2c(c1)C(=O)N(Cc1ccncc1)C2=O)C(=O)Nc1cccc(Cl)c1Cl (stereo not given)	1%	u	3%	u	27	-3%
2	O=c1cnc2ccccc2n1CC1CCCCC1	1%	1%	-16%	-11%[10 µM]	4	1%
3	COc1ccccc1NC(=O)CSc1nnc(-c2ccncc2)o1	8%	-14%	-10%	5%	-2	-2%
4	CN(C)S(=O)(=O)c1ccc(NC=O)cc1	-1%	3%[10 µM]	0%	-12%	1	-11%
5	N#Cc1c(N2CCN(C(=O)c3ccccc3)CC2)nc(-c2ccccc2)c2c1CCCC2	-13%	2%	3%	32%	28	1%
6	CC1(C)CC(NS(=O)(=O)c2ccc(S(N)(=O)=O)cc2)CC(C)(C)N1	0%	5%	1%	0%	0	-6%
7	COCCN(Cc1ccccc1)C(=O)c1cccc(S(=O)(=O)N2CCCc3ccccc32)c1	-4%	x	-13%	x	25	-2%
8	CCC1(C)Cc2ccccc2-c2nc(NCCO)[nH]c(=O)c21 (stereo not given)	3%	-9%	4%	-23%	u	-3%
9	CC1(C)CC(=O)c2cc3c(nc2C1)CC(C)(C)CC3=O	6%	-8%	7%	u	0	1%
10	Cc1ccc(NC(=O)CN(C)C(=O)CSc2nc3ccccc3o2)cc1	0%	13%	1%	6%	4	-1%

#	ELG1 repair inh	BRCA1 expr act	p53 reactivation	Tb PFK block	Rab9 prom act
1	-12%	1%	-21%	3%	-2%
2	-1%	11%	3%	-4%	3%
3	u	8%	-8%	-6%	-3%
4	2%	8%	-1%	0%	-6%
5	u	-68%	6%	0%	0%
6	17%	x	-4%	-8%	-4%
7	16%	-59%	20%	12%	-1%
8	0%	-22%	-8%	2%	-7%
9	-3%	-3%	14%	2%	2%
10	-5%	-21%	-4%	4%	4%

7 structures out of the list, arranged by number of heavy atoms, smallest number first:
#	mol	ELG1 genotox	VP16 counter	FLuc counter	RORgamma inh	TRPV1 ag	NPC1 prom act
4	CN(C)S(=O)(=O)c1ccc(NC=O)cc1	-1%	3%[10 µM]	0%	-12%	1	-11%
9	CC1(C)CC(=O)c2cc3c(nc2C1)CC(C)(C)CC3=O	6%	-8%	7%	u	0	1%
8	CCC1(C)Cc2ccccc2-c2nc(NCCO)[nH]c(=O)c21 (stereo not given)	3%	-9%	4%	-23%	u	-3%
3	COc1ccccc1NC(=O)CSc1nnc(-c2ccncc2)o1	8%	-14%	-10%	5%	-2	-2%
10	Cc1ccc(NC(=O)CN(C)C(=O)CSc2nc3ccccc3o2)cc1	0%	13%	1%	6%	4	-1%
7	COCCN(Cc1ccccc1)C(=O)c1cccc(S(=O)(=O)N2CCCc3ccccc32)c1	-4%	x	-13%	x	25	-2%
1	CC(OC(=O)c1ccc2c(c1)C(=O)N(Cc1ccncc1)C2=O)C(=O)Nc1cccc(Cl)c1Cl (stereo not given)	1%	u	3%	u	27	-3%

#	ELG1 repair inh	BRCA1 expr act	p53 reactivation	Tb PFK block	Rab9 prom act
4	2%	8%	-1%	0%	-6%
9	-3%	-3%	14%	2%	2%
8	0%	-22%	-8%	2%	-7%
3	u	8%	-8%	-6%	-3%
10	-5%	-21%	-4%	4%	4%
7	16%	-59%	20%	12%	-1%
1	-12%	1%	-21%	3%	-2%

(cont.)
#	mol	ELG1 genotox	VP16 counter	FLuc counter	RORgamma inh	TRPV1 ag	NPC1 prom act
11	COC(=O)CCc1n[nH]c(=O)[nH]c1=O	1%	-14%	6%	-15%	-1	-3%
12	Cc1cc(Cl)c(S(=O)(=O)N2CCSCC2)cc1OCC(N)=O	-2%	-6%	0%	7%	1	-2%
13	N#C/C(=C/c1ccc(Br)o1)C(N)=O	-6%	-15%	0%	13%	-4	-3%
14	COc1ccc(S(=O)(=O)N2CCOCC2)cc1C(=O)Nc1cc(C)on1	-1%	1%	2%	18%	2	-1%
15	CC(=O)c1ccc(NC(=O)C(NC(=O)c2ccccc2)=C(C)C)cc1	0%	8%	-1%	38%	-1	1%
16	CCN1CCN(CC(O)COC(c2ccccc2)c2ccccc2)CC1 (stereo not given)	0%	0%	-2%	-5%	1	-9%
17	COc1ccccc1N(Cc1ccccc1)S(=O)(=O)c1cccc(C(=O)O)c1	1%	-9%	0%	23%	8	1%
18	NC(=O)Cn1nnc(-c2ccc(C(F)(F)F)cc2)n1	u	7%	0%	30%	x	-2%
19	COc1cc(CN2CCC(C(=O)NC3CCCC3)CC2)ccc1O	13%	-1%	3%	19%	-3	0%
20	CCCNC(=O)CSc1nc2ccccc2c(=O)n1CCC	0%	-14%	2%	-17%	3	-4%

#	ELG1 repair inh	BRCA1 expr act	p53 reactivation	Tb PFK block	Rab9 prom act
11	24%	4%	2%	-1%	-2%
12	-2%	-3%	-2%	-6%	-3%
13	u	-39%	12%	-2%	1%
14	-2%	3%	-3%	2%	-4%
15	11%	-6%	-7%	2%	-3%
16	4%	0%	-10%	-2%	0%
17	2%	10%	1%	1%	0%
18	26%	18%	-1%	1%	1%
19	5%	1%	-10%	-7%	-2%
20	6%	-8%	-4%	0%	-1%

(cont.)
#	mol	ELG1 genotox	VP16 counter	FLuc counter	RORgamma inh	TRPV1 ag	NPC1 prom act
21	O=C(Nc1ccncc1)c1cccc(S(=O)(=O)N2CCN(c3ccc(F)cc3)CC2)c1	-6%	x	1%	x	u	-11%
22	Cn1nc(OCCOc2ccccc2)ccc1=O	14%	9%	5%	0%	1	-8%
23	CCc1cccc(C)c1NC(=S)N1CCCCC1c1cccnc1 (stereo not given)	-1%	-7%	-3%	-8%	4	1%
24	Cc1cnc(NC(=O)CSC(=S)N2CCOCC2)s1	3%	-13%	2%	18%	-3	5%
25	COc1ccc(S(=O)(=O)N(CC(=O)NCc2ccco2)c2ccccc2)cc1OC	-2%	15%	-1%	-3%	5	-3%
26	CC1CCCN(C(=O)CSc2ncccn2)C1 (stereo not given)	6%	0%	-9%	-9%	-2	1%
27	CCCCOC(=O)c1ccc(NC(=O)C2CCCO2)cc1 (stereo not given)	15%	19%	u	26%	23	28%
28	Clc1ccccc1-c1nc2ccccc2c2nncn12	17%	1%	3%	-21%	0	0%
29	O=C(c1ccccc1)C1Oc2ccccc2C2CC(c3cccs3)=NN12 (stereo not given)	5%	-17%	1%	14%	1	-1%
30	COC1(OC)N=C(N)C2(C#N)C(c3ccc(F)cc3)C12C#N (stereo not given)	0%	4%	0%	-24%	-1	-3%

#	ELG1 repair inh	BRCA1 expr act	p53 reactivation	Tb PFK block	Rab9 prom act
21	u	-73%	-8%	-7%	-20%
22	u	7%	-2%	-2%	4%
23	4%	-15%	-6%	1%	-3%
24	-6%	3%	1%	0%	5%
25	-1%	-25%	-5%	0%	7%
26	u	28%	12%	1%	5%
27	u	40%	u	1%	u
28	9%	-41%	-3%	0%	0%
29	-2%	-39%	6%	0%	-10%
30	-3%	-16%	0%	-9%	-8%

The list continues.
#	mol	ELG1 genotox	VP16 counter	FLuc counter	RORgamma inh	TRPV1 ag	NPC1 prom act
31	Cc1cccc2cc(/C=N/NC(=O)CN3CCOCC3)c(Cl)nc12	-5%	0%	0%	-15%	2	-1%
32	Cc1cc(C)n(-c2nc3c(c(=O)[nH]c(=O)n3C)n2CC(O)c2ccccc2)n1 (stereo not given)	-7%	-3%	-2%	-13%	-7	1%
33	COCc1cc(C)nc(SCC[N+](C)(C)CC(=O)Nc2cccc(C)c2)c1C#N	0%	3%	-1%	-2%	2	-3%
34	N#CCCN(Cc1ccccc1)C(=O)c1cccs1	-3%	2%	0%	10%	x	1%

#	ELG1 repair inh	BRCA1 expr act	p53 reactivation	Tb PFK block	Rab9 prom act
31	15%	0%	0%	-9%	1%
32	-26%	-3%	6%	-12%	-5%
33	0%	16%	1%	u	1%
34	3%	-12%	-2%	0%	7%

Assay outcomes from PubChem.
